Mot1-301 SUMO – yeast Mot1-301 growth rescue at high temperature, primary screen, SUMOylation pathway inhibitor project, S. cerevisiae, ATP luminescence, 38.5C. S. cerevisiae Mot1-301 growth rescue; percent above DMSO median, 100 means doubled. growth rescue, % at 18.8 µM. 320,000 tested, 1% active. AID 2716, 2010;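 active = every valid replicate shows activation above 250% relative to neutral control wells; inactive = the rest, any valid replicate at or below 250%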;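 also: OY570 slx delta 5 strain wells were the positive control but not used for scaling; some compounds called inactive have numbers as strong as hits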
CDK5 inh – inhibitors of human CDK5/p35 kinase, primary screen, biochemical, single concentration; Cyclin-dependent kinase 5 (Homo sapiens) + Cyclin-dependent kinase 5 activator 1 (Homo …; Recombinant CDK5/p35, ADP-Glo luminescence, 60 min; inhibition, % at 10 µM; 330,000 tested, 0.01% active;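 active = highest replicate inhibition of at least 50% and at least 75% of replicates reaching 50%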;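 also: plate controls were DMSO neutral control for no effect and GW8510 at 10 µM for full effect; many of its hits are not listed in these tables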
Target sequence (Q00535 whole entry, looked up): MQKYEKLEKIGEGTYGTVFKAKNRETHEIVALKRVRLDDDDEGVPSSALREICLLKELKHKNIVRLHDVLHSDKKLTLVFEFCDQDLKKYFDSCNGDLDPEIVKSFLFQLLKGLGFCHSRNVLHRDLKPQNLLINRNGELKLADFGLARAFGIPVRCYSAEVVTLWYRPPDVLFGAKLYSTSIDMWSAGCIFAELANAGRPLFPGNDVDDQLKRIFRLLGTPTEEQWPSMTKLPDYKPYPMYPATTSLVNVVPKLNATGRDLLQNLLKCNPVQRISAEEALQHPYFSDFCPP
Target sequence (Q15078 whole entry, looked up): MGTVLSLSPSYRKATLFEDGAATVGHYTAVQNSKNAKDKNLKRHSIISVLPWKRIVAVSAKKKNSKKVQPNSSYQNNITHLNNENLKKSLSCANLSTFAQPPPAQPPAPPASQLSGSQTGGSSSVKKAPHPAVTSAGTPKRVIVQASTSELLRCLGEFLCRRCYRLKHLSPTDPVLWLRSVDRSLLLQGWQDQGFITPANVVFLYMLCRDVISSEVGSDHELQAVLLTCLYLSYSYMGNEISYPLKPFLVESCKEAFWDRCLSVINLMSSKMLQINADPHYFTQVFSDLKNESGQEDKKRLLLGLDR
AddAB inh – growth inhibition of E. coli expressing H. pylori AddAB, primary screen, AddAB inhibitor project, absorbance | inhibition, % at 11.9 µM | 330,000 tested, 0.29% active | AID 435030, 2010; in the data active = inhibition above about 12%;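 also: 0% = vehicle wells of infected cells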
DAGLB inhibitor – DAGLB lipase inhibitors, primary screen, biochemical, fluorescence, HTS | 340,000 tested, 0.059% active | inhibition, % at 5.17 µM | Diacylglycerol lipase-beta (Homo sapiens), Q8NCG7 | HEK293T DAGLB membrane lysate, EnzChek fluorogenic substrate | AID 504411, 2011; in the data active = inhibition above about 34%;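 also: 0% = enzyme with vehicle and 100% = wells lacking enzyme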
Tat export inh – E. coli Tat export inhibitors, primary screen, MC4100, TorA-mCherry reporter, fluorescence, single point | inhibition, % at 10 µM | 340,000 tested, 0.036% active | AID 488895, 2010;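 active = mean replicate inhibition at least 50% and at least half of replicates individually reaching 50%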;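 also: exported cargo escapes ClpAP degradation while cytoplasmic cargo is degraded and loses fluorescence; 0% = median of neutral control wells and 100% = median of NaSCN control wells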
HTR5A inv ag – HTR5A inverse agonists in luminescence cell assay, primary screen, counter-screen for OPRM1-OPRD1 heterodimer inverse agonist project, full-deck HTS; 5-hydroxytryptamine receptor 5A (Homo sapiens), P47898; HTR5A cell line, inverse agonism; inhibition, % at 9.3 µM; 340,000 tested, 0.083% active; AID 504634, 2011; in the data active = inhibition mostly above about 23%, no sharp cut-off; inactive = mostly below about 18%;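 also: 0% = cells with DMSO and 100% = no-cell wells with DMSO; some compounds called inactive have numbers as strong as hits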
phage Ecoli inh – growth loss of phage-infected E. coli, primary screen, RecBCD inhibitor project, absorbance, with phage, HTS; inhibition, % at 11.9 µM; 360,000 tested, 0.26% active; in the data active = inhibition above about 11%
PKA-R1A act – activators of PKA-R1A holoenzyme, primary screen, biochemical, fluorescence polarization, Cy5-IP20, bovine R1A, mouse PKAc; cAMP-dependent protein kinase type I-alpha regulatory subunit (Bos taurus) + …; PKA-R1A dissociation; scaled: DMSO 0%, 113 µM cGMP 100%; activation, % at 11.4 µM; 340,000 tested, 0.083% active;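 active = percent activation above the mean of all tested compounds plus 3 SD, cut at about 19% in these data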;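 also: higher means more PKAc released from R1A so a rise in polarization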
HTR5A ag – HTR5A agonists in luminescence cell assay, primary screen, counter-screen for OPRM1-OPRD1 heterodimer agonist project, full-deck HTS; 5-hydroxytryptamine receptor 5A (Homo sapiens), P47898; cell-based; activation, % at 9.3 µM; 340,000 tested, 0.61% active; AID 504692, 2011; in the data active = activation mostly above about 9.5%, no sharp cut-off; inactive = mostly below about 7.6%;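 also: 0% = cells with vehicle only and 100% = reference agonist; strong numbers were not always called active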
PKA-R2B act – activators of PKA-R2B holoenzyme, primary screen, biochemical, fluorescence polarization, Cy5-IP20, human | AID 504700, 2011 | 340,000 tested, 0.079% active | activation, % at 11.4 µM | PKA-R2B holoenzyme dissociation; R2B truncated from residue 108, S112A mutant; 0% DMSO only, 100% 113 µM cGMP | cAMP-dependent protein kinase catalytic subunit beta (Homo sapiens) + cAMP-dependent …;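 active = activation above a cutoff set at the mean over all compounds plus 3 SD, cut at about 18% in these data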;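 also: higher means more holoenzyme dissociation and a rise in polarization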
Target sequence (P31323 whole entry, looked up, other chains not shown, the tested form may be a part): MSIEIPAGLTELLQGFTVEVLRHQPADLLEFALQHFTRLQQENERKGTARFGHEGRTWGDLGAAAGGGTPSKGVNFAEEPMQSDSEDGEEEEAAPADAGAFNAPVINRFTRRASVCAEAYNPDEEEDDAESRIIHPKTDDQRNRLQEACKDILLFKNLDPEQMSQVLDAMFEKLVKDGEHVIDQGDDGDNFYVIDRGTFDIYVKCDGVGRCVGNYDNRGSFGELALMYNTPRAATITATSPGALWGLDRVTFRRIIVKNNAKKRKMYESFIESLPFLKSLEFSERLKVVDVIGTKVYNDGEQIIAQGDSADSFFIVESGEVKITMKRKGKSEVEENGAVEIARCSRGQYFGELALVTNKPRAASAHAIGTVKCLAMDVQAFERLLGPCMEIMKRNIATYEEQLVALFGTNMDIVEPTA
Ecoli viability – E. coli V3065 growth inhibition, primary screen, counter-screen for AddAB inhibitor project, absorbance, OD600; inhibition, % at 11.9 µM; 18 h; 330,000 tested, 0.27% active;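 active = inhibition above the campaign's mean inhibition across all tested compounds plus 3 SD, cut at about 9.9% in these data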;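 also: uninfected addAB+ strain grown without phage in ampicillin broth; 0% = DMSO wells and 100% = ciprofloxacin 0.95 µg/ml wells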
* = called active by the depositor; · = not tested or not shown.

SMILES	Mot1-301 SUMO	CDK5 inh	AddAB inh	DAGLB inhibitor	Tat export inh	HTR5A inv ag	phage Ecoli inh	PKA-R1A act	HTR5A ag	PKA-R2B act	Ecoli viability
CCOc1ccc(NS(=O)(=O)c2ccc(NC(C)=O)c(OC)c2)cc1	428.9	1.4	-1.5	2.7	-7.1	-5.2	3.4	-4.0	1.9	1.5	-0.3
CC(C)(C)c1ccc(OCCCn2ccnc2)cc1	5.2	-1.8	1.3	-1.0	2.0	-0.4	-1.8	6.9	0.1	-1.1	-5.0
Cc1ccc(CNC(=O)c2ccc3c(=O)n(CC4CCCO4)c(=S)[nH]c3c2)cc1 (stereo not given)	-0.5	-1.2	0.8	-0.5	-1.9	15.3	1.0	-5.4	-1.6	5.3	-1.1
O=c1cc(CCl)nc2sc3ccccc3n12	215.3	0.9	-2.0	0.5	-0.2	-8.6	-1.2	-2.9	-0.9	9.0	-0.3
CC(C)C[C@H](NC(=O)N1CCn2c1nc1ccccc12)C(=O)NCCc1ccccc1	-1.9	-1.7	1.2	-3.3	5.6	·	4.3	-8.8	·	3.3	-1.4
O=C(/C=C/c1ccccc1)NCc1ccco1	-0.2	-0.8	0.2	-0.6	-1.8	16.7	1.8	-2.6	-6.5	-0.6	0.6
CC(=O)c1ccc(-n2c(=O)[nH]c(=O)c3c(N)c(C(=O)c4ccc(Cl)cc4)sc32)cc1	-18.4	-2.6	-2.0	4.9	3.5	39.5	1.6	-11.1	-1.2	4.2	-1.9
COc1ccc(NC(=O)N2CCCC2C(=O)NCc2ccc(C)cc2)cc1 (stereo not given)	18.6	0.0	4.1	1.6	-8.3	8.8	3.7	1.5	-3.2	-1.5	0.1
O=C1CCCC/C=C\C[C@H](CC(=O)N(CCO)Cc2ccccc2)C(=O)N2CCC[C@@H]2CO1	4.5	-2.1	-1.4	0.7	-3.0	-4.8	3.4	9.2	-3.1	3.6	-1.6
Cc1cc(S(=O)(=O)N2CC(=O)N(CCc3ccccc3)C(=O)C2)ccc1F	-5.2	-0.1	1.4	-0.4	-9.6	-2.0	3.4	-0.9	-0.8	-0.6	0.1
C=C(C)COc1ccc(-c2nc(N)ncc2Oc2ccc(OC)cc2)c(O)c1	4.5	1.6	4.4	-6.7	-6.3	-22.2	0.3	0.3	1.1	1.4	-0.7
OCCN1CCN(C2CCC(c3ccc(F)cc3)c3ccc(F)cc32)CC1 (stereo not given)	2.5	0.4	2.8	2.7	-6.8	-7.3	-1.2	13.8	-5.5	-6.0	-3.8
COc1ccc(C2=NN(C(=O)CCCC(=O)O)C(c3cn(-c4ccccc4)nc3-c3ccccc3)C2)cc1 (stereo not given)	-1.8	-1.8	2.2	4.0	-0.4	-14.2	0.3	-5.0	4.8	0.1	0.6
O=C(O)c1cc(NC(=O)c2ccco2)cc(NC(=O)c2ccco2)c1	-12.9	-4.1	3.1	0.9	-4.4	-7.6	1.6	1.1	2.9	-10.8	-0.6
O=C(c1ccc2c(c1)OCCO2)C1CCN(S(=O)(=O)c2ccccc2F)CC1	-14.3	-0.3	-1.0	-2.8	0.3	-6.3	3.3	2.1	-1.2	3.4	-0.5
O=C(COc1ccc(S(=O)(=O)N2CCOCC2)cc1Cl)NCCCn1ccnc1	5.3	-0.1	1.7	-1.3	-8.2	-0.8	-3.0	-5.5	0.3	-4.3	-0.4
CN1CCCN(S(=O)(=O)c2cccc(C#N)c2)CC1	20.6	1.1	0.4	2.4	2.2	-2.5	2.5	-1.4	0.7	-7.2	1.1
O=C(CSc1ccc(-c2ccco2)nn1)c1cccc([N+](=O)[O-])c1	14.4	1.6	2.5	6.2	8.8	-4.2	2.7	-9.2	-0.4	-8.3	-2.6
Cc1ccc2[nH]c3c(=O)[nH]ncc3c2c1	-0.6	3.3	0.1	-6.4	7.7	-6.5	2.7	2.2	1.8	-1.0	1.7
Cc1ccc([C@H]2C(C(=O)O)=C[C@@H](CC3CCCC3)N2S(=O)(=O)c2ccc(C)cc2)cc1	·	0.4	2.9	3.1	12.2	1.6	1.7	-2.7	-0.4	-5.5	1.1
CCCOc1ccccc1C1CC(=O)NC2=C1C(=O)CCC2 (stereo not given)	14.4	1.1	4.6	-2.9	-4.3	2.0	2.5	4.2	-0.8	6.3	-0.6
Cn1c(SCC(=O)Nc2ccc3c(c2)OCCO3)nnc1-c1ccccn1	-7.6	-1.7	-1.4	-2.9	-1.0	-26.5	2.5	-7.4	-3.4	-3.9	-1.6
COc1ccc(-c2nnc(NC(=O)c3cccs3)s2)c(OC)c1	6.9	-10.5	2.8	1.4	1.8	19.0	0.1	-18.4	6.9	0.2	-0.5
CCCCOC(=O)c1cccnc1	-0.1	-0.6	0.5	-2.1	2.7	17.6	3.4	4.0	3.0	-2.8	-1.3
CC1CCCCC1NC(=O)c1ccc(CSc2nc3ccncc3[nH]2)cc1 (stereo not given)	-2.9	0.5	0.9	-0.7	-5.6	4.3	3.3	-10.8	-1.5	-6.5	2.0
O=C(NCCCN1CCCC1)Nc1cccc2ccccc12	-11.4	-0.8	2.5	2.8	-2.9	-6.0	2.5	4.7	2.7	4.6	-2.1
COC(=O)c1cccc(CN2C(=O)SC(Nc3ccc(C)cc3)C2=O)c1 (stereo not given)	-0.7	0.9	-1.4	-3.8	-11.1	-7.8	0.7	11.8	-2.6	-4.6	1.6
Cc1c(C(=O)NCc2ccccn2)sc2nc(-c3ccccc3)cn12	1.7	-0.8	0.0	1.2	-2.6	-11.3	1.8	-7.0	3.7	-0.9	-0.4
COC(=O)CSc1nnc(NC(=O)CCc2ccccc2)s1	122.8	-0.3	4.0	-2.6	2.2	-15.0	1.0	-8.1	-1.8	-4.1	3.0
CCOc1ccc(-n2cnnn2)cc1S(=O)(=O)Nc1c(C)cccc1C	31.6	0.3	0.3	0.0	-0.4	-1.0	-0.2	-5.2	0.8	7.5	-1.6
Cc1cc(Br)c(NC(=O)CCNC(=O)OCc2ccccc2)cc1C	-9.2	-0.6	0.3	-4.0	-6.3	-21.7	1.5	-3.1	5.9	-3.4	1.7
COc1ccc(S(=O)(=O)N2CCN(C(=O)c3ccc([N+](=O)[O-])o3)CC2)cc1	79.3	-1.8	4.2	0.9	-14.4	-25.6	-0.8	-2.6	9.5	-4.5	1.1
COc1ccc(OC)c(C(=O)c2nc3c(n2O)CCCCC3)c1	-1.0	-3.4	-0.1	2.3	1.1	-2.1	3.8	1.3	-0.3	-6.5	-0.8
Cc1onc(-c2c(F)cccc2Cl)c1C(=O)N1CCN(c2ncccn2)CC1	-3.6	-0.4	4.2	-4.2	6.2	-1.9	3.4	-8.3	-8.8	-5.2	1.5
O=C1CC(=C(c2ccccc2)c2ccccc2)C(=O)N1CCN1CCN(c2cccc(Cl)c2)CC1	14.2	-0.1	-1.8	-1.4	3.9	-9.4	2.9	5.5	-4.1	-7.8	1.7
CC(Oc1ccc(Cl)cc1Cl)C(=O)NCCCCc1ccccc1 (stereo not given)	-16.9	1.1	1.6	-15.2	22.3	-17.3	1.8	-11.1	3.3	-8.1	-0.4
O=c1c2c(n3nnnc3n1-c1ccccc1)-c1ccccc1CC21CCCC1	-18.2	-0.8	0.5	-3.2	-4.8	-15.9	-1.0	5.3	9.5	-2.2	-1.0
CCOC(=O)c1c(C)[nH]c(C(=O)/C(C#N)=C/c2ccc(OCC)cc2)c1C	28.8	-1.2	3.5	7.7	8.2	33.0	4.6	-1.8	7.2	9.6	-1.9
CCCCC(=O)OCC(=O)Nc1cccc(S(=O)(=O)NC2=NCCCCC2)c1	13.2	2.5	0.2	0.0	2.7	-2.7	5.3	-1.0	1.0	4.7	-1.1
Cc1onc(-c2ccccc2)c1C(=O)N/N=C/c1ccc(Br)cc1	-6.2	2.3	0.1	0.3	1.9	1.4	2.0	-10.8	-0.6	-12.1	0.9
Cn1c(=O)oc2cc(C(=O)c3ccccc3)ccc21	45.7	-1.9	2.2	-2.1	-1.8	8.6	2.9	-2.3	2.2	2.6	1.4
O=C(CCCl)N(Cc1nc2ccccc2c(=O)[nH]1)Cc1cccs1	0.7	1.7	5.1	1.1	-3.9	-3.7	2.4	-6.3	0.9	0.8	-0.2
CCC(C)(C)NC(=O)C(c1ccccc1Cl)N(C(=O)CCC(=O)Nc1cc(C)on1)C(C)(C)C (stereo not given)	-10.0	0.1	4.7	-1.3	5.9	-22.6	2.3	5.8	8.0	0.0	0.8
O=C(O)c1cccc(NC(=O)C2CCCO2)c1 (stereo not given)	-27.6	-1.4	0.6	-0.5	-9.4	12.2	2.1	1.1	-3.8	10.2	1.7
Cc1ccc2c(c1)N(CC(=O)OC(CC(C)C)C(=O)NC1CCCC1)C(=O)CO2 (stereo not given)	24.5	-0.2	-1.6	-3.0	-4.7	18.1	-0.6	-9.3	-5.0	-12.6	-2.2
CN=C1c2cc3c(Br)c(OC)ccc3n2CCN1C	8.0	0.4	2.8	0.7	2.6	-28.2	3.2	0.5	-1.4	-2.5	3.7
O=c1cc(-c2ccncc2)oc2c1ccc1ccccc12	7.5	1.7	-0.7	-0.4	-10.5	-1.8	-0.1	-2.4	0.5	1.5	-0.7
CCOC(=O)O[C@]1(C(=O)COC(=O)CC)CC[C@H]2[C@@H]3CCC4=CC(=O)C=C[C@]4(C)[C@H]3[C@@H](O)C[C@@]21C	14.8	0.9	-3.0	-0.1	1.8	-29.7	2.1	-1.4	-3.8	-7.1	-3.2
COc1ccc(N2Nc3n[nH]c(N)c3N2)cc1	-5.3	1.7	1.1	-0.3	3.3	4.6	2.0	-0.3	4.5	8.9	-2.7
CC(C)c1ccc(NC(=O)C(c2ccc3c(c2)OCO3)N2CCN(C(=O)c3ccco3)CC2)cc1 (stereo not given)	-14.8	-0.5	-0.8	1.3	7.1	26.4	2.0	-5.8	-2.2	-0.6	-0.2
Cc1cc(C)c(C#N)c(SCc2ccc(C#N)cc2)n1	21.6	-2.8	1.4	-8.3	-3.0	10.8	2.4	-4.9	-1.0	-1.4	-0.4
COC(=O)c1cc(C(=O)c2cc(Cl)ccc2O)coc1=N	-9.6	-7.7	0.0	2.7	-10.9	3.1	1.9	-12.9	-1.3	-0.9	-1.9

Source: PubChem BioAssay
